# Bioassay records as filed in PubChem.
# SKN-1 block: suppressors of acrylamide-induced Pgst-4::GFP reporter in worms, primary screen, SKN-1 inhibitor project, whole organism, uHTS, GFP/RFP fluorescence ratio, strain VP596. AID 624304, 2012. actives 0.49% (n = 360,000). C. elegans VP596 Pgst-4::GFP/RFP ratio, 24 h. inhibition, % at 21.8 µM;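 active = interference check ratio from 0.5 to 1.5 plus GFP to RFP signal ratio inhibition reaching or exceeding a fixed threshold, cut at about 30% in these data, passing the limit was not always enough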; also: some compounds called inactive have numbers as strong as hits
# FAS TE block: FAS thioesterase domain inhibitors, primary screen, biochemical, fluorescence intensity, uHTS; Fatty acid synthase (Homo sapiens), P49327; recombinant FAS-TE, OMFH fluorogenic substrate, fluorescence endpoint; inhibition, % at 15 µM; actives 0.67% (n = 360,000); AID 602261, 2012;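 active = compounds whose normalised, plate-corrected inhibition of enzyme fluorescence in the single-dose primary screen is 50% or more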;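 also: 0% = DMSO with enzyme and 100% = substrate without enzyme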
# eLon inh: inhibitors of E. coli Lon protease, primary screen, biochemical, fluorescence polarization | purified E. coli Lon protease | inhibition, % at 7.94 µM | actives 0.42% (n = 360,000) | AID 602123, 2011; in the data active = inhibition above about 13%, passing the limit was not always enough;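 also: 0% = enzyme with probe and DMSO and 100% = no enzyme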
# Target sequence (P0A9M0 whole entry, looked up): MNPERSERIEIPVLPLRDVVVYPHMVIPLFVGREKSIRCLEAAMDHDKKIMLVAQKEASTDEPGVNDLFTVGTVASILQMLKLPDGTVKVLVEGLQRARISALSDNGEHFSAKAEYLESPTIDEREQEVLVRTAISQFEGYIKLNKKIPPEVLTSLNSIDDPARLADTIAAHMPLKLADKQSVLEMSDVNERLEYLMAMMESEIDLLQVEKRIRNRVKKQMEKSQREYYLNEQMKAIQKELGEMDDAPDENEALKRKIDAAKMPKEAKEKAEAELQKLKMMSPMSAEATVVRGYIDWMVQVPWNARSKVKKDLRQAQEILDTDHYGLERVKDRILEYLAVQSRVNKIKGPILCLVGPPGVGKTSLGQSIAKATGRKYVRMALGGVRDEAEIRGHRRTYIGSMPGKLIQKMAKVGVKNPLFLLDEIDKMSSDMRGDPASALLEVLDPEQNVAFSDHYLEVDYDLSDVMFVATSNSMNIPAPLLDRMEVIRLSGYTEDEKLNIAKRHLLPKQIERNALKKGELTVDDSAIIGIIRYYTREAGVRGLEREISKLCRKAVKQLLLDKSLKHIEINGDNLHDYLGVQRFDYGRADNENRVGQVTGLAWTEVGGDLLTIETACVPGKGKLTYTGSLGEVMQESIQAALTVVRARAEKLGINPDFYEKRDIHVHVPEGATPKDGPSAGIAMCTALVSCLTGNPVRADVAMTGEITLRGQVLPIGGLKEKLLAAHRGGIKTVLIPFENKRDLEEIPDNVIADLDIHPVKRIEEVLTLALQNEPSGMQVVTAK
# MsrA act: bovine MsrA enzyme activators, primary screen, biochemical, absorbance, HTS; purified bovine MsrA, absorbance read-out; activation, % at 10.6 µM; AID 602163, 2012; actives 0.3% (n = 360,000); Methionine sulfoxide reductase A (Bos taurus); in the data active = activation above about 7.5%;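 also: 0% = vehicle and 100% = reference activator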
# Neddylation inh: inhibitors of cullin neddylation, primary screen, biochemical, TR-FRET, uHTS, NAE and Ubc12 | NEDD8-conjugating enzyme Ubc12 (Homo sapiens) + NEDD8-activating enzyme E1 regulatory … | calls only at 25 µM | actives 0.58% (n = 360,000) | AID 651699, 2012; in the data active = inhibition above about 36%
# CendR NRP1 mod: modulators of CendR peptide binding to NRP-1, primary screen, biochemical, fluorescence polarization, uHTS; AID 602438, 2012; inhibition, % at 25 µM; FAM-RPARPAR peptide binding to NRP-1; Neuropilin-1 (Homo sapiens), O14786; actives 0.85% (n = 360,000);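 active = inhibition or corrected inhibition above about 18%, plus a signal ratio from 0.5 to 1.5, limit read from the data, passing the limit was not always enough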; also: strong numbers were not always called active
# MLLE-PAM2 inh: inhibitors of PABP1 MLLE–PAM2 peptide binding, primary screen, biochemical, fluorescence polarization, FITC-PAM2, GST-MLLE | Polyadenylate-binding protein 1 (Homo sapiens), P11940 | actives 0.36% (n = 360,000) | inhibition, % at 20 µM; in the data active = inhibition above about 35%, passing the limit was not always enough;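 also: plate controls were DMSO wells with GST-MLLE for no effect and wells lacking GST-MLLE protein for full effect; some results filed as inactive read as strong as hits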
# Rin1 Abl inh: inhibitors of Rin1-Abl protein binding, primary screen, biochemical, TR-FRET; inhibition, % at 7.35 µM; Tyrosine-protein kinase ABL1 (Homo sapiens) + Ras and Rab interactor 1 (Homo sapiens), …; actives 0.4% (n = 360,000); AID 588664, 2011; in the data active = inhibition above about 5%, passing the limit was not always enough
# MT1-MMP act inh: blockers of MT1-MMP proenzyme processing, primary screen, HT1080 RFP-PRO-GFP cells, GFP/RFP fluorescence | Matrix metalloproteinase-14 (Homo sapiens), P50281 | GFP/RFP ratio fluorescence, overnight; percent of plate control window, DMSO zero | GFP/RFP ratio change, % at 20 µM | actives 0.061% (n = 360,000) | AID 651647, 2012;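 active = GFP/RFP ratio change of at least 30% with cell ATP level not reduced by more than half and red fluorescence within 50% of control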; also: strong numbers were not always called active
#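 Assay system: HT1080 RFP-PRO-GFP cells | Dosing: 20 µM single dose, 1% DMSO | Incubation: Cells overnight before dosing, compound overnight, 37 °C, 5% CO2 | Evaluation: GFP/RFP fluorescence ratio | Control set: DMSO-only wells and HT1080 RFP-L50D-GFP cell wells as references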
# * hit, by the source's call; i = inactive; . = no result given; + = active, no number.
# Every second line gives: SKN-1 block	FAS TE block	eLon inh	MsrA act	Neddylation inh	CendR NRP1 mod	MLLE-PAM2 inh	Rin1 Abl inh	MT1-MMP act inh
> Cc1cccc(NC(=S)N2CCN(c3ccccn3)CC2)c1
 : 2	-5	-4	-2	i	-2	-112	0	2
> CCc1ccc(CNC(=O)c2ccc(NC(=O)C3=CSCCO3)cc2)cc1
 : 17	6	0	-2	i	4	13	0	5
> COc1cccc(C2CC(c3cccs3)=NN2C(=O)CSC2=NCCS2)c1OC (centres undefined)
 : 5	18	-8	-1	+	1	2	-2	-3
> CC(=O)NCCNc1nc(NCc2ccccc2)nc2ccsc12
 : 3	-5	-3	-4	i	-2	7	6	2
> CC(=O)NC(c1ccccc1)c1nc(-c2cccnc2)cs1 (centres undefined)
 : 25	-5	5	0	i	-13	2	-1	1
> c1csc(-c2ccc3nncn3c2)c1
 : 13	-11	-52	-3	i	-37	-30	-1	-4
> Cc1ccccc1CN1C[C@@H]2C[C@@H](c3ccc4nsnc4c3)N3CCC[C@@]23C1=O
 : 12	4	-2	-3	i	7	-1	8.2*	-5
> Cc1cccc(NC(=O)CSc2nnc(-c3ccco3)n2CC2CCCO2)n1 (centres undefined)
 : 5	-5	-3	-8	i	11	-8	3	-3
> S=C(NCC1CCCO1)Nc1ccc(Cl)cc1 (centres undefined)
 : 4	-15	-4	-2	i	4	-12	0	4
> CCn1ncc(Br)c1C(=O)Nc1cc(C)on1
 : 22	2	2	-2	i	7	5	1	-4
> O=C(C1CC(=O)N(c2ccc(F)cc2)C1)N1CCCCC1 (centres undefined)
 : 14	-10	-9	-1	i	-16	-10	-6	5
> Cc1ccc(CNC(=O)CN(c2cccc([N+](=O)[O-])c2)S(C)(=O)=O)cc1
 : -4	4	-9	-4	i	-6	8	2	1
> CCOC(=O)[C@H]1[C@H]2COc3ccc(C)cc3[C@@H]2N2C(=O)c3ccc(F)cc3NC(=O)[C@@]12C
 : 6	9	-7	-2	i	-2	13	0	-7
> CCn1c(=O)c(C(=O)Nc2ncccc2O)c(O)c2ccccc21
 : -1	-2	-4	-3	i	0	2	-8	1
> O=C(NCCCN1CCN(Cc2ccccc2)CC1)c1nnc(Cc2c(F)cccc2Cl)o1
 : 0	-6	-5	-2	i	-10	-5	0	7
> Cc1ccccc1CCN1CCCC(CN(C)CC(C)(C)C)C1 (centres undefined)
 : 1	-6	-9	-3	i	0	4	-1	-1
> O=C(NCc1ccncc1)c1csc([C@@H]2C[C@H](O)[C@@H](CO)O2)n1
 : 13	-11	-6	-2	i	1	2	-1	-1
> O=C(NCCN1CCCC1)c1cccc(Cl)c1
 : 4	-2	0	-3	i	-8	-1	-2	4
> CC(C)C(=O)NC(=S)Nc1ccc(S(=O)(=O)N2CCCC2)cc1
 : -2	5	2	-2	i	1	22	2	13
> O=C(CCn1cnc2ccccc2c1=O)Nc1ccc(S(=O)(=O)N2CCCC2)cc1
 : 6	-4	2	1	i	-4	5	2	5

# Sorted by length of the SMILES (smallest number first): some entries from above.
# Every second line gives: SKN-1 block	FAS TE block	eLon inh	MsrA act	Neddylation inh	CendR NRP1 mod	MLLE-PAM2 inh	Rin1 Abl inh	MT1-MMP act inh
> Cc1ccccc1CCN1CCCC(CN(C)CC(C)(C)C)C1 (centres undefined)
 : 1	-6	-9	-3	i	0	4	-1	-1
> CCn1c(=O)c(C(=O)Nc2ncccc2O)c(O)c2ccccc21
 : -1	-2	-4	-3	i	0	2	-8	1
> COc1cccc(C2CC(c3cccs3)=NN2C(=O)CSC2=NCCS2)c1OC (centres undefined)
 : 5	18	-8	-1	+	1	2	-2	-3

# Next section:
# Every second line gives: SKN-1 block	FAS TE block	eLon inh	MsrA act	Neddylation inh	CendR NRP1 mod	MLLE-PAM2 inh	Rin1 Abl inh	MT1-MMP act inh
> CCCn1nc(NC(=O)c2ccco2)c2cc3cc(C)ccc3nc21
 : 28	5	-8	-2	.	-10	-3	-1	3
> Cc1ccc2c(c1)N(CC(=O)NC1CCC(C)CC1)C(=O)CO2 (centres undefined)
 : 1	-3	-3	-2	i	-1	-3	-1	10
> COc1cc(/C=N/O)cc(Br)c1OC
 : -2	-4	0	-3	i	-3	-3	0	-4
> COc1ccc(C2SCC(=O)N2c2nnc(C34CC5CC(CC(C5)C3)C4)s2)cc1 (centres undefined)
 : 9	39	-1	-2	i	6	6	0	-3
> Cc1ccc(NS(=O)(=O)c2ccc(CCC(=O)NCc3cccnc3)cc2)cc1
 : -2	-2	6	0	i	4	-4	4	1
> COc1ccc(NC(=S)N2CCC(c3ccc(C)cc3)C2)cc1 (centres undefined)
 : 6	9	-1	-2	i	14	-116	0	7
> Cc1nc2nc(COc3ccccc3)[nH]n2c(=O)c1Cl
 : 7	-9	5	0	i	3	1	3	2
> Cc1ccc(C(=O)COC(=O)c2cccc(NC(=O)c3ccc([N+](=O)[O-])cc3[N+](=O)[O-])c2)cc1
 : -4	26	3	-12	i	4	-8	-5	14
> COc1ccc(-n2c3c(cc(C(=O)N4CCC(C)CC4)c2=O)C(=O)CC(C)(C)C3)cc1
 : 7	-2	1	0	i	-2	3	-2	0
> Nc1ccc(C2(c3ccc(N)cc3)OC(=O)c3ccccc32)cc1
 : 15	-6	4	-4	i	-2	0	-2	-1
> O=c1c2ccccc2n2c(-c3cccc(F)c3)nnc2n1Cc1ccccc1
 : 0	-1	6	-14	i	8	-5	-2	7
> Cn1c(-c2ccccc2)c(C(=O)CC#N)c2ccccc21
 : 33	6	-3	1	i	-10	-2	1	-6
> O=C1NC(=O)C2(N1)c1ccccc1-c1ccccc12
 : 0	-10	-4	-1	i	12	-17	1	2
> N#CC1(c2ccccc2)CCCN1C(=O)c1ccccc1Br (centres undefined)
 : 33	-5	1	-1	i	-8	-6	0	4
> CCOc1ccc2nc3cc(NCc4ccc(OC)cc4)ccc3c(N)c2c1
 : 12	-47	-25	-1	.	146	82	-19	-144
> COc1ccccc1NC(=O)C(=O)N/N=C/c1cccs1
 : 7	-4	-7	-8	i	-4	-9	-2	5
> CCc1nc(NCc2cccnc2)c2oc3ccccc3c2n1
 : -6	-7	-8	-8	i	-4	-9	-3	1
> Cc1oc2c(C)c(O)ccc2c(=O)c1-c1nncn1-c1ccccc1
 : -10	-7	-12	-4	i	-52	-48	0	-16
> COc1ccc(OC)c(S(=O)(=O)NCCCc2ccccc2)c1
 : -5	4	-6	-2	i	1	-2	0	2
> O=C(Nc1ccc(C(=O)OC[C@@H]2CCCN3CCCC[C@H]23)cc1)c1cccc(Br)c1
 : -6	-5	16	-1	i	2	-12	8.5*	2
> C=CCOc1ccc(/C=C/C(=O)Nc2ccc(C(=O)NC)cc2)cc1
 : -10	-19	-11	-13	.	16	-98	-1	-6
> Cc1cccc(-c2nc(S(=O)(=O)c3ccc(F)cc3)c(NCCCN3CCOCC3)o2)c1
 : -8	8	12	-3	i	7	1	-2	-9
> Cc1ccc(CSCC(=O)N(CCC(C)C)c2c(N)n(Cc3ccccc3)c(=O)[nH]c2=O)cc1
 : -8	-16	-6	-1	i	-11	11	-2	-38
> c1ccc2cc(OCc3nc4ccccc4[nH]3)ccc2c1
 : 6	6	-9	0	i	8	-10	-2	8
> C#CCOCCOCCOCCNc1nc(N2CCN(C(=O)CCCCCCCCCCNC(=O)Cn3cc(CCCCCN)nn3)CC2)nc(N2CCN(C(=O)CCCCCCCCCCNC(=O)[C@H](CO)n3cc(CCCCCN)nn3)CC2)n1
 : -1	-14	0	1	i	0	-3	5	7
> Cc1occc1C(=O)N/N=C/C1=C(N2CCOCC2)C(=C\c2ccc(Cl)cc2)/CC1
 : -5	1	-22	-3	.	0	5	-1	-2
> O=C(Cn1nnc(-c2ccccc2)n1)N1CCCCC1
 : -19	-9	2	-10	i	-2	4	-3	4
> O=C(NCCCN1CCN(c2cccc(Cl)c2)CC1)c1ccc(N2CCCC2=O)cc1
 : -8	-6	-1	-6	i	-15	-11	-1	1
> CN(CC(=O)Nc1cccc(F)c1)CC(=O)Nc1ccccc1[N+](=O)[O-]
 : 0	3	1	-1	i	8	0	-12	4
> COc1ccc(-n2c(SCc3ccc(C#N)cc3)nnc2-c2ccccn2)cc1
 : 9	-30	6	-2	i	-16	-31	0	0
> COc1ccc(C=C2SC(=O)NC2=O)cc1OC
 : 3	-3	3	-6	i	-13	-4	2	8
> Cc1ccc2c(c1)COc1c3ccc(C(=O)NC(C)C)cc3nn1-2
 : 5	2	0	-4	+	6	0	-2	7
> CC1CCC(N2CCN(C(=O)c3ccccc3F)CC2)CC1 (centres undefined)
 : -10	-2	-10	-4	i	-2	-14	-1	-2
> Cc1ccc(N2CC(C(=O)NCC3CCCO3)CC2=O)cc1Cl (centres undefined)
 : 8	-2	-11	1	i	7	9	1	6
> CCOc1ccc(N2C(=O)CC(Cc3cc(C)cc(C)c3)C2=O)cc1 (centres undefined)
 : -16	10	-6	-1	i	-2	3	2	2
> CNc1nc(-c2ccc(S(=O)(=O)N3CCCCC3)cc2)cs1
 : 19	12	8	-1	.	13	15	1	-1
> Cc1cccc(OCc2ccc(C(=O)Nc3cc(C)on3)o2)c1
 : -16	-2	-1	-6	i	7	-5	-1	0
> O=C(O)c1cccc2c1C(=O)c1cccc3snc-2c13
 : 6	-4	11	-3	i	11	5	-9	4
> COc1cccc(C(=O)N2CCC(C(=O)NCc3ccc(C)cc3)CC2)c1
 : 3	-4	5	-11	i	11	5	2	7
> COc1ccccc1N(CC(=O)NCc1ccccc1C)S(=O)(=O)c1ccc(C)cc1
 : 0	18	9	0	i	2	-9	0	-2
> COc1ccc(NC(=O)C2CCN(c3nc(-c4ccc(OC)cc4)no3)CC2)cc1
 : -5	-1	-14	-2	i	0	-8	-2	-5
> Cn1cnc2c1c(=O)n(CC(O)CO)c(=O)n2C (centres undefined)
 : -32	-8	-6	-7	i	5	7	0	-8
> O=C1c2ccccc2C(=O)N1CC1CCCO1 (centres undefined)
 : -4	1	-12	2	i	2	5	1	2
> O=C(NC1CCCC1)C(c1ccc(F)cc1)N(C(=O)Cc1cccs1)c1ccc2c(c1)OCCO2 (centres undefined)
 : 12	4	6	0	i	7	8	0	-5
> O=C(CCCN1C(=O)CCC1=O)Nc1ccccc1F
 : -5	-5	-6	-2	i	4	34*	-1	-1
> CC(C)Cc1cc(C(=O)Nc2ccc3c(c2)OCO3)no1
 : 10	4	-3	-1	i	8	2	-1	2
> COc1ccc(/C=N/N=C(\N)c2nonc2N)cc1
 : 10	0	7	-1	i	13	0	-2	-2
> CC(=O)C1=C(C)NC(=O)NC1c1ccc2c(c1)OCO2 (centres undefined)
 : 10	-6	-11	0	i	-9	-25	2	-2
> O=C(NC1CC(=O)c2sccc21)c1ccc(Cl)cc1Cl (centres undefined)
 : 2	0	-2	-2	i	-4	1	-3	-1
> CC(C)(Cl)C1Cc2cc3ccc(=O)oc3cc2O1 (centres undefined)
 : 9	1	5	-6	.	-4	-5	2	9
